ERp5 block: ERp5 (human) disulfide isomerase inhibition; ERp5 insulin aggregation, absorbance 650 nm, 90 min; inhibition, % at 9.99 µM; Q15084; 350,000 tested, 0.05% active;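 active means mean replicate inhibition above about 25%, with every replicate also reaching it, limit read from the data, passing the limit was not always enough; inconclusive means only one of those two criteria met; inactive means neither criterion met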
Target sequence (Q15084 whole entry, looked up): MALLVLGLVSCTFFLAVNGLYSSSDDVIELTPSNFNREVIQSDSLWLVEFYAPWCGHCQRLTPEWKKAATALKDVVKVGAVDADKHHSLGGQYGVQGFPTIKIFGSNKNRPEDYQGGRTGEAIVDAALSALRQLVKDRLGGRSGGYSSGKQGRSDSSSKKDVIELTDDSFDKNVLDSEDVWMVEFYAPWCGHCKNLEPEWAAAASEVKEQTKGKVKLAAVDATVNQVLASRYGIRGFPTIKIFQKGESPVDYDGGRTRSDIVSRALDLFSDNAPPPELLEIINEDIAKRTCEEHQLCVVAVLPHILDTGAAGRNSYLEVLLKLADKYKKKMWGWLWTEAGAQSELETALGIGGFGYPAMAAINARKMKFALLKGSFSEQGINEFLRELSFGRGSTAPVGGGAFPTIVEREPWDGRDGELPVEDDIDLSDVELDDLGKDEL
S100A4 inh HTS: blocks human S100A4 binding to myosin IIA peptide; P26447; S100A4/TAMRA-MyoIIA peptide fluorescence polarization; inhibition, % at 10.7 µM; 360,000 tested, 0.14% active;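 active means mean inhibition of at least 70% across replicates, with every replicate also reaching that level; inconclusive means mean inhibition reaches 70% but some replicates fall short; inactive means mean inhibition below 70%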
Target sequence (P26447 whole entry, looked up): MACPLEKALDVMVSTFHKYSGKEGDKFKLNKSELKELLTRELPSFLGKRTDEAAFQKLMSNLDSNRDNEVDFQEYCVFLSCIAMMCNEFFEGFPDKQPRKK
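Compound dosing: one dose per compound; test system: human S100A4 monomer with TAMRA-labelled myosin IIA peptide; probe or stimulus: TAMRA-labelled myosin IIA heavy-chain peptide probe, 5 nM; medium: HEPES buffer with Ca2+, pH 7.2; schedule: 5 min incubation before reading; benchmarks: neutral control DMSO, positive control TFP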
E-sel inducer: induces E-selectin expression in human endothelial cells; 260,000 tested, 0.37% active; HUVEC E-selectin immunofluorescence imaging; normalized: neutral wells 0, TNF-alpha wells 100; P16581; activation, % at 7.58 µM;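 active means mean E-selectin-positive cell signal at least 10% of the positive control, reached in at least 60% of replicates, without over 20% cell loss; inconclusive means no rule given, readout overlaps actives, possibly toxicity-flagged; inactive means the rest, including those meeting only one limit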;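 further: in these data hits start at about 27%; measured in HUVEC primary endothelial cells; signal is the percent of cells scored E-selectin positive by PE staining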
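Assay system: HUVEC primary endothelial cells. Input: 3,000 HUVEC seeded per well. Doses: one compound dose added by pin transfer. Read-out basis: % PE-positive cells. Benchmarks: TNF-alpha high, DMSO low. Detection: immunofluorescence imaging. Buffer or medium: EGM-2, gelatin.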
SIRT5 block: inhibitors of human sirtuin-5 desuccinylase. Purified SirT5, succinyl-peptide AMC, trypsin-coupled fluorescence. Q9NXA8. inhibition, % at 15 µM. 330,000 tested, 1.1% active; in the data active means inhibition above about 15%; inconclusive means no clear call, values can overlap the other calls
Target sequence (Q9NXA8 whole entry, looked up): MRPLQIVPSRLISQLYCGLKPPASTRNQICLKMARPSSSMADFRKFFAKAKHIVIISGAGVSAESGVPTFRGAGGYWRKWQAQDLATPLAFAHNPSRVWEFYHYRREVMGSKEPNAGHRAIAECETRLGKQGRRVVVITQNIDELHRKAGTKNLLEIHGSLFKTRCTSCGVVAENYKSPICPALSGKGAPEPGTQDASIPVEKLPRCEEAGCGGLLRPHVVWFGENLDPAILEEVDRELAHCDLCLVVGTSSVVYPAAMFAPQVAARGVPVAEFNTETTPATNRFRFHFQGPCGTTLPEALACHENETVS
DENV2 CPE: DENV2-induced cell death inhibition | DENV2-infected cells, cytopathic effect rescue, plate reader | CPE inhibition, % at 9.99 µM | 350,000 tested, 1.7% active; in the data active means CPE inhibition above about 20%, passing the limit was not always enough; inconclusive means no clear call, values can overlap the other calls; tested in BHK-21 cells;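 further: 0% = median of neutral control wells and 100% = median of positive control wells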
Statin myotox sup: protects C2C12 myotubes from simvastatin toxicity; ATP luminescence, 48 h; scaled: DMSO 0, geranylgeraniol control 100; rescue of ATP level, % at 7.49 µM; 330,000 tested, 0.78% active;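 active means mean ATP rescue above about 67%, or every replicate alone reaching that limit, limit read from the data, passing the limit was not always enough; inconclusive means no clear call, values can overlap the other calls; inactive means mean under the limit and some replicate under it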;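 further: myotubes were challenged with 10 µM simvastatin during compound exposure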
PglD inh: blocks C. jejuni PglD acetyltransferase activity; purified PglD enzyme, DTNB colorimetric CoA detection; inhibition, % at 12.5 µM; 360,000 tested, 0.098% active; AID 602405; in the data active means inhibition above about 16%, passing the limit was not always enough; inconclusive means no clear call, values can overlap the other calls; further: strong numbers were not always called active
* marks the source's active call; other numbers are inactive results; ? = inconclusive; . = not tested or not shown; & = joins results of further samples.

Under each structure – ERp5 block	S100A4 inh HTS	E-sel inducer	SIRT5 block	DENV2 CPE	Statin myotox sup	PglD inh
- CC1(C)CC(=O)C2=C(C1)OC(N)=C(C#N)C2c1ccccc1 (stereo not drawn)
  0.0	-4.7	.	4.2	.	-11.7	0.0
- NC(=O)Cn1cc(/C=N/NC(=O)c2ccc(Cn3cc(Cl)cn3)o2)c(-c2ccccc2)n1
  1.8	-41.1	0.4	-0.9	-1.7	8.3	1.0
- Cc1ccnc(NS(=O)(=O)c2ccc(N)cc2)n1
  -0.2	-1.7	-0.1	-1.6	7.8	2.7	4.6
- Cc1ccc(-n2nc3c(=O)n(CCCC(=O)NCc4ccc(Cl)cc4)nc(C)c3c2C)cc1
  -0.6	2.9	1.9	-4.8	13.2	-15.3	-5.0
- COc1ccc(-c2cc(C(=O)NCCCN3CCCC3=O)c3ccccc3n2)cc1OC
  -2.1	-2.4	0.1	-0.6	-6.0	-8.7	4.7
- CNC[C@@H]1Oc2ccc(NC(=O)Cc3cn(C)c4ccccc34)cc2C(=O)N([C@H](C)CO)C[C@H]1C
  2.8	-4.6	0.0&0.0	-1.2	-0.2	22.3	3.9
- CCOC1=C2[C@@H](CN(S(=O)(=O)c3ccc(C)cc3)[C@H]2c2ccccc2F)[C@H]2C(=O)NC(=O)[C@H]2C1
  -0.3	-3.8	3.7	-1.1	-5.6	5.6	2.4
- CC(=O)Nc1ccc(N(C(=O)CNC(=O)c2ccco2)C(C(=O)NCC2CCCO2)c2ccccc2)cc1 (stereo not drawn)
  -1.4	3.1	.	-3.3	-1.8	.	.
- Cc1ccc(/C=N/NC(=O)Cc2cccn2C)cc1
  3.4	-3.0	0.0	1.5	3.4	.	.
- CCOc1cc(N2CCOCC2)c(OCC)cc1NS(=O)(=O)c1ccc2c(c1)CC(=O)N2
  3.8	-5.4	-0.2	5.2	-6.6	7.2	2.2
- CC(=O)c1ccc(S(=O)(=O)N2CCC(C(=O)Nc3ncc(C)s3)CC2)cc1
  0.7	-0.2	-0.1	0.7	-4.1	-6.6	-3.3
- CCOP(=O)(OCC)/C(C#N)=C(\O)c1ccc(OC)cc1
  0.7	-0.2	1.8	-6.6	15.1	1.2	2.5
- COc1cc(N)c(Cl)cc1C(=O)OCC(=O)NC1CCCC1
  -2.7	2.6	.	-2.3	2.8	-11.2	-6.2
- Cc1[nH]c(=O)n(C(C)C)c(=O)c1Br
  2.4	17.1	1.3	-2.8	-2.7	-5.8	2.3
- CCNC(=O)COC(=O)Cc1ccc(Cl)cc1Cl
  8.3	-1.6	.	-5.9	3.4	.	.
- C[C@@H]1CN([C@@H](C)CO)C(=O)c2cc(NC(=O)CCN3CCOCC3)ccc2O[C@@H]1CN(C)CC1CC1
  1.1	15.0	0.4	-0.9	7.6	-7.6	2.0
- CCCNC(=O)Nc1ccc2c(c1)C(=O)N(C)[C@H]1CC[C@@H](CC(=O)OC)O[C@@H]1CO2
  -3.1	-7.9	-0.1	1.1	?	-2.3	-1.3
- CC1(OC(=O)C2CCCC2)C(=O)C=C2C=C(c3ccsc3)N(Cc3ccccc3)C=C2C1=O (stereo not drawn)
  0.1	-4.8	0.0	.	-17.6	-3.9	2.9
- Cc1cccc(NC(=O)N2CCC(NC(=O)c3ccccc3C)CC2)c1
  .	.	9.7	.	.	0.7	1.1
- C[C@H](CO)N1C[C@H](C)[C@H](CN(C)C)Oc2ncc(C#Cc3ccc(F)cc3)cc2C1=O
  -1.6&2.6	3.0&7.6	.	-4.5&-5.5	2.4&-5.1	-1.5&-0.3	-1.6&-4.0
- CCOc1ccc(C(=O)Nc2cccc([N+](=O)[O-])c2)cc1Br
  0.8	-5.8	-0.2	-3.6	-1.8	-10.6	.
- COc1ccc(CCNC(=O)CCCN2C(=O)C(c3ccccc3)Oc3cccnc32)cc1OC (stereo not drawn)
  -0.8	2.4	.	1.7	-2.7	1.8	-3.9
- COc1ccc(S(=O)(=O)Nc2cccc3c2O[C@@H](CN(C)S(=O)(=O)c2ccc(OC)cc2)[C@H](C)CN([C@H](C)CO)C3=O)cc1
  .	-0.2	0.0	-1.4	.	.	.
- COC(=O)C1=C(N)OC2=C(C(=O)CC(C)(C)C2)C1c1ccccc1OCC#N (stereo not drawn)
  5.0	5.2	.	-4.9	1.4	.	.
- COc1ccc(CC(=O)NCCN2CCOCC2)cc1
  -1.1	-1.6	.	1.5	9.0	1.2	0.9
- Cc1c(C#N)c(NC(=O)CCl)n(Cc2ccccc2)c1C
  1.9	-13.2	.	0.4	3.2	6.7	-0.2
- CCn1nc(C)c(CCC(=O)O)c1C
  -1.3	3.6	1.6	1.2	7.4	.	.
- Cc1cc(Br)cc(C)c1OCC(=O)NNC(=O)CCC(=O)NCc1ccccc1
  1.5	-0.3	.	-17.4	9.2	7.1	0.5
- Cc1noc(C)c1NC(=O)Nc1ccc2c(c1)CC(=O)N([C@H](C)CO)C[C@@H](C)[C@H](CN(C)S(=O)(=O)c1ccc(Cl)cc1)O2
  9.1	2.0	-0.1	-1.4	1.2	-20.7	1.2
- CC1=C(C(=O)OCC2CCCO2)C(c2ccc(Cl)c(Cl)c2)NC(=O)N1 (stereo not drawn)
  0.9	-0.2	.	1.4	-4.9	.	1.0

Among those listed so far, two contain fluorine.
Under each structure – ERp5 block	S100A4 inh HTS	E-sel inducer	SIRT5 block	DENV2 CPE	Statin myotox sup	PglD inh
- CCOC1=C2[C@@H](CN(S(=O)(=O)c3ccc(C)cc3)[C@H]2c2ccccc2F)[C@H]2C(=O)NC(=O)[C@H]2C1
  -0.3	-3.8	3.7	-1.1	-5.6	5.6	2.4
- C[C@H](CO)N1C[C@H](C)[C@H](CN(C)C)Oc2ncc(C#Cc3ccc(F)cc3)cc2C1=O
  -1.6&2.6	3.0&7.6	.	-4.5&-5.5	2.4&-5.1	-1.5&-0.3	-1.6&-4.0

(further entries)
Under each structure – ERp5 block	S100A4 inh HTS	E-sel inducer	SIRT5 block	DENV2 CPE	Statin myotox sup	PglD inh
- Cc1nnsc1-c1nnc(SCC(=O)c2ccc(C#N)cc2)n1C1CC1
  -5.5	5.8	0.5	-3.3	7.7	2.3	0.3
- CN1CCN(C(=O)CCCN2C(=O)/C(=C/c3ccccc3)SC2=S)CC1
  -0.4	-3.5	.	1.3	1.7	2.9	6.4
- CCOc1ccc(NC(=S)NC(=O)Cc2ccccc2)cc1
  0.0	4.5	.	0.2	-5.9	-70.7	0.3
- Cc1cc(C)c([N+](=O)[O-])cc1NCC(=O)N1CCN(c2ccccc2)CC1
  -5.3	7.1	4.2	-0.9	7.4	.	.
- COCC#Cc1cnc2c(c1)C(=O)N([C@H](C)CO)C[C@@H](C)[C@H](CN(C)C(=O)c1cccc(F)c1)O2
  -3.8	4.8	-0.2	-3.7	3.8	-0.9	-0.7
- Cc1c(OCc2ccccc2)cccc1OCc1ccccc1
  -8.6	-4.1	-0.1	-4.8	-2.9	5.4	-0.8
- C[C@@H]1CN([C@H](C)CO)C(=O)Cc2cc(NC(=O)Nc3ccccc3)ccc2O[C@@H]1CN(C)Cc1ccc(-c2ccccc2)cc1
  3.7	-8.0	3.1	4.8	.	-19.4	0.7
- Cc1ccc(OCCN2CCN(C(=O)CCC(=O)Nc3nnc(CC(C)C)s3)CC2)cc1
  0.4	-1.6	.	-5.8	-1.8	.	.
- CCOC(=O)N1CCN(C(=O)c2ccc3c(c2)ncn3C2CCCC2)CC1
  2.3	-4.3	.	-3.7	.	10.6	-2.5
- CCCCn1c(SCC(=O)Nc2ccc3c(c2)OCCO3)nnc1C(CC)N(C)C (stereo not drawn)
  6.6	0.3	-0.4	-2.3	-1.8	1.5	-3.0
- N#C[C@@H]1[C@H](c2ccccc2C2=CCCC2)[C@H](CO)N1C(=O)C1CC1
  -0.3	-4.3	0.1	3.1	21.8*	.	.
- O=C(NC1C(=O)NNC1c1ccc(Cl)cc1)c1ccc(F)cc1 (stereo not drawn)
  -0.8	-20.3	.	-3.1	.	.	.
- COc1ccc(C(C)(C)C)cc1NC(=O)CCc1c(C)noc1C
  0.6	2.8	.	-1.2	-6.2	-5.1	-3.8
- Cc1cc(C(=O)Nc2cccnc2)no1
  2.4	-0.1	.	-1.7	-2.0	.	.
- CCCCN(C(=O)CSCC(=O)Nc1cccc(C)c1)c1c(N)n(Cc2ccccc2)c(=O)[nH]c1=O
  1.1	-1.5	4.8	1.8	0.0	-7.0	0.6
- CCC(=O)N(C)C[C@@H]1Oc2ncc(-c3ccccc3OC)cc2C(=O)N([C@@H](C)CO)C[C@H]1C
  -5.4	3.7	-0.5	4.5	-9.0	0.1	-1.6
- CCN(CC)c1ccc(/C=N/NC(=O)CC(C)C)cc1
  2.7	-1.2	-3.7	0.2	5.6	-10.1	13.4
- Cc1ccc(Cc2c(-c3cccc(Cl)c3)nc3c4ccccc4ccn23)cc1
  -2.1	-4.6	.	2.4	-5.1	0.1	1.7
- CCOc1ccc(N2C(=O)C3ON(C)C(c4ccc([N+](=O)[O-])cc4)C3C2=O)cc1 (stereo not drawn)
  4.6	-6.5	7.0	2.3	13.6	-1.1	1.2
- Cc1cc(C)n(C(=O)c2ccc(S(=O)(=O)N3CCOCC3)cc2)n1
  -2.7	-3.3	.	-2.9	-2.4	.	.
- COCc1cn(CC[C@H]2CC[C@@H](NC(=O)c3ccccc3)[C@@H](CO)O2)nn1
  -3.9	-19.8	-2.6	-3.0	-9.4	7.4	-4.8
- O=C(NCc1ccco1)c1ccc(Cn2c(=O)c3sccc3n(Cc3ccc(F)cc3)c2=O)cc1
  -4.7	6.7	.	.	1.8	-13.7	-2.7
- COc1ccc(COC(=O)N/N=C(\C)CC(=O)NCc2ccc(Cl)cc2)cc1
  -14.6	-2.3	.	0.3	5.3	2.4	.
- COc1ccc2oc(=O)c(N3C(=O)c4ccccc4C3=O)cc2c1
  5.2	-4.1	0.7	-5.8	7.6	.	5.1
- O=C(COc1ccc(Cl)cc1)Nc1nnc(-c2ccco2)o1
  -1.2	6.4	.	-3.3	-3.9	.	.
- S=C(Nc1ccc(-c2nc3ccccc3[nH]2)cc1)Nc1cccnc1
  1.1	-8.6	.	-1.6	-1.3	4.1	-3.6
- CCc1ccc(C(O)c2ncc(-c3ccccc3Cl)[nH]2)cc1 (stereo not drawn)
  3.1	0.9	-0.2	-0.2	11.2	-18.8	13.2
- COc1ccc(N(C)C(=O)c2ccc3c(Cl)c4c(nc3c2)CCCC4)c(OC)c1
  0.8	3.0	.	-1.4	4.2	22.8	1.0
- COc1ccccc1CC1CC(=O)N(c2ccccc2)C1=O (stereo not drawn)
  -3.3	-5.0	.	-2.0	-2.2	4.2	2.9
- N#CC1=C(SCc2ccccc2)NC(=O)CC1c1ccc(O)cc1 (stereo not drawn)
  -4.4	-11.1	.	-3.0	-11.1	-79.1	1.1

Record cards, from the list above.
CCOc1ccc(NC(=S)NC(=O)Cc2ccccc2)cc1 reads ERp5 block = 0.0; S100A4 inh HTS = 4.5; E-sel inducer = .; SIRT5 block = 0.2; DENV2 CPE = -5.9; Statin myotox sup = -70.7; PglD inh = 0.3
C[C@@H]1CN([C@H](C)CO)C(=O)Cc2cc(NC(=O)Nc3ccccc3)ccc2O[C@@H]1CN(C)Cc1ccc(-c2ccccc2)cc1 reads ERp5 block = 3.7; S100A4 inh HTS = -8.0; E-sel inducer = 3.1; SIRT5 block = 4.8; DENV2 CPE = .; Statin myotox sup = -19.4; PglD inh = 0.7

Assay outcomes deposited in PubChem BioAssay by Broad Institute.

The list is partial; count on the stated rates, not on these rows.
